Bioassay records deposited in PubChem BioAssay by National Center for Advancing Translational Sciences (NCATS).
Anesthetic bind = binds horse apoferritin like a general anesthetic; P02791; apoferritin/1-aminoanthracene competitive binding, fluorescence; Potency, µM (top dose mostly 77.5 µM), without a hit: at the highest dose activity change, negative = displacement, actives largely listed as inhibitors; 350,000 tested, 0.074% active; note: potency is the fitted concentration of half-maximal effect; % is set by controls: 0 for no effect and ±100 for the full control effect; nearly all actives have a fitted effect of over 20% in size
Target sequence (P02791 2-175 limits assumed): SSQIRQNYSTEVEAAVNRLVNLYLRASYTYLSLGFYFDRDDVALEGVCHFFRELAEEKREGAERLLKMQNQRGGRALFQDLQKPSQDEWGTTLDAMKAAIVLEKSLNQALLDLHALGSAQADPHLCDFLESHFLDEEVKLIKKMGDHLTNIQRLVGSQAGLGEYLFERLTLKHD
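Horse-spleen apoferritin (10 uM) was mixed with 50% saturated 1-aminoanthracene in PBS, exposed to compounds for 10 min at room temperature, and read for fluorescence (ex 380 nm, em 535 nm). Competitive displacement was fitted with a four-parameter Hill equation.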
Pol eta inh = inhibitors of human DNA polymerase eta. Potency, µM (titrated, usually from 114 µM), inactives show top-dose activity change, negative = inhibition, actives largely listed as inhibitors. AID 588591. Q9Y253. 390,000 tested, 1.2% active. recombinant Pol eta, fluorescent DNA replication assay; note: potency is the fitted concentration of half-maximal effect; % is set by controls: 0 for no effect and ±100 for the full control effect
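Pol eta at 10 nM preincubated with compounds 15 min at room temperature; reaction started with fluorescent substrate (50 nM final) and read kinetically at 0 and 10 min.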
APE1 inh = inhibitors of human APE1 endonuclease. AID 2517. Potency, µM (doses to about 65.8 µM), for inactives: top-dose activity change, negative = inhibition, hits mostly inhibitors. recombinant APE1, TAMRA/BHQ-2 abasic DNA cleavage fluorescence. P27695. 350,000 tested, 0.35% active;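 note: potency is the fitted concentration of half-maximal effect; plate controls were vehicle for no effect and reference inhibitor for full effect; nearly all actives have a fitted effect of over 55% in size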
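Incision of a quenched TAMRA/BHQ-2 THF abasic-site duplex (50 nM) by 0.75 nM APE1, after 15 min compound preincubation, measured as fluorescence increase over three 60 s reads. Values normalized to buffer, DMSO and NSC13755 control wells.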
ERG Ets-DNA blk = inhibitors of human ERG Ets domain-DNA interaction. Potency, µM (series often up to 76.9 µM), for inactives: top-dose FP activity, negative = inhibition, most hits filed as inhibitors. fluorescence polarization, His-ERG Ets domain / labelled DNA. 370,000 tested, 0.028% active. AID 624246. P11308; active = well fitted inhibition curve with a large enough effect in the polarisation, with a control signal flat; inconclusive = small, poorly fitted or top-dose-only effect, or effect the other way, or a change in a side signal; inactive = no such curve, though single readings can be large or run the other way; the % refers to the polarisation;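 note: polarization taken with two DNA probes labelled with fluorescein and Texas red; potency is the fitted concentration of half-maximal effect; % of control where 0% means no effect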
Target sequence (P11308 whole entry, looked up, the tested form may be a part): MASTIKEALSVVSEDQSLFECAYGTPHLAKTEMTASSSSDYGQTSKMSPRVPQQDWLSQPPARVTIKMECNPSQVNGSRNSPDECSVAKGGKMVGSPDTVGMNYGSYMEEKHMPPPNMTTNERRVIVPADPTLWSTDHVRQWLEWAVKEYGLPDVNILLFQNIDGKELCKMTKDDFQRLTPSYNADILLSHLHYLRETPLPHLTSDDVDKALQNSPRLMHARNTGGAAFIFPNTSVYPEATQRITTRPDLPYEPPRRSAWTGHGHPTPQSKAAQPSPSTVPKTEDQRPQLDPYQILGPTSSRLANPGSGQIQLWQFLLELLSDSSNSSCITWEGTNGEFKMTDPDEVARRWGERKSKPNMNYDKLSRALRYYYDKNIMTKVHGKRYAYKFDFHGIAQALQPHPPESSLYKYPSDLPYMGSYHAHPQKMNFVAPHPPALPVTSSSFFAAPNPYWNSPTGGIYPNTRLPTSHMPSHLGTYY
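His-tagged ERG Ets domain (1 uM in the protein solution; 300mM KCl, 50mM Tris-HCl, 1mM EDTA, 1mM DTT, pH 7.5) received compound, then a probe mix of 5 nM fluorescein-DNA and 100nM Texas-615-DNA. Fluorescence polarization was read for both dyes.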
LDHA block = inhibitors of human lactate dehydrogenase A. 480,000 tested, 0.15% active. activity change, % (values are at about 110 or 230 µM). purified LDHA, NADH/diaphorase-resazurin fluorescence; active compounds read low. P00338; in the data active = activity change below about -30%; inconclusive = mostly about -25% to -30%;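 note: plate controls were DMSO wells for no effect and wells without enzyme for full effect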
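LDH5 2 nM; NADH 0.06 mM, pyruvate 0.2 mM; 200 mM Tris pH 7.4, EDTA, Tween-20; 5 min RT. Detection: diaphorase 0.133 mg/mL + resazurin 37 µM, fluorescence ex540/em590 at 0 and 20 min; normalized to enzyme-free and DMSO wells.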
ALOX12 inh = blocks human arachidonate 12S-lipoxygenase | purified 12hLO, xylenol orange hydroperoxide absorbance | Potency, µM (series often up to 108 µM), for the others: top-dose activity change, negative = inhibition, actives largely listed as inhibitors | 580,000 tested, 1.1% active | AID 1671190; note: potency is the fitted concentration of half-maximal effect; % is set by controls: 0 for no effect and ±100 for the full control effect
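Hydroperoxide product was detected by ferrous iron/xylenol orange as the 573 to 405 nm absorbance ratio. Arachidonic acid at 40 uM (final) was turned over for 30 min at room temperature by 150 nM human 12hLO, pH 7.0 Hepes buffer, after 15 min compound preincubation.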
Pol beta inh = DNA polymerase beta (human) inhibition | Pol beta primer extension/strand displacement, fluorescence kinetic | Potency, µM (highest dose often 114 µM), for the others: at the highest dose activity change, negative = inhibition, hits mostly inhibitors | 340,000 tested, 1.3% active | AID 485314; note: potency is the fitted concentration of half-maximal effect; % is set by controls: 0 for no effect and ±100 for the full control effect
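Values derive from four-parameter Hill fits of normalized kinetic data: reads at 0 and 10 min following addition of 50 nM substrate to 10 nM Pol beta preincubated 15 min with compound.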
RGS4 inh = human RGS4 inhibition; P49798; Transcreener GDP fluorescence polarization, RGS4-accelerated GTP hydrolysis; Potency, µM (doses to about 114 µM), for the others: at the top dose activity change, negative = inhibition, hits mostly inhibitors; 390,000 tested, 0.039% active; note: potency is the fitted concentration of half-maximal effect; % is set by controls: 0 for no effect and ±100 for the full control effect; nearly all actives have a fitted effect of over 75% in size; some results filed as inactive show a strong effect at the top dose
Target sequence (P49798 whole entry, looked up): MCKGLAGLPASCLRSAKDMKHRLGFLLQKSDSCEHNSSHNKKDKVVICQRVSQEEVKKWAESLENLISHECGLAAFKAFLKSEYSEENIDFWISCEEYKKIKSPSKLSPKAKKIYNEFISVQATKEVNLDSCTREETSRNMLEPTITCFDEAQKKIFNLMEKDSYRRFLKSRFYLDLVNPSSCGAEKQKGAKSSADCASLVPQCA
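MLSMR compounds (23 nl, pin-transferred) preincubated 10 min at room temperature with a 500nM (2x) first reagent, then RGS4 at 900nM (2x) plus Transcreener GDP mix added; fluorescence polarization (620/688 nm) read before and after 90 min at 30 °C.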
Pol kappa inh = inhibitors of human DNA polymerase kappa; Q9UBT6; purified Pol kappa, fluorescent DNA synthesis assay, 10 min; Potency, µM (series often up to 107 µM), for inactives: top-dose activity, negative = inhibition, actives largely listed as inhibitors; 400,000 tested, 0.53% active; AID 588579; note: potency is the fitted concentration of half-maximal effect; % is set by controls: 0 for no effect and ±100 for the full control effect
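First, compounds were pin-transferred onto 10 nM Pol kappa. After 15 min at room temperature, substrate was added to 50 nM final. Fluorescence was then measured kinetically at 0 and 10 min.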
The depositor's hits bear a star; ? = inconclusive; . = not tested or not shown; & = joins results of further samples; [ ] = another dose, or the depositor's remark. Unless noted, calls come from the whole dose curve; as a rule, active = well fitted curve in the direction sought with a large enough effect; inconclusive = small, poorly fitted or top-dose-only effect, or another doubt; inactive = no such curve, though single readings can be large; an effect the other way counts as inactive or inconclusive. The list is partial; the hit share may differ from the screen's.

| Structure | Anesthetic bind | Pol eta inh | APE1 inh | ERG Ets-DNA blk | LDHA block | ALOX12 inh | Pol beta inh | RGS4 inh | Pol kappa inh |
| --- | --- | --- | --- | --- | --- | --- | --- | --- | --- |
| CCOc1ccccc1OCCCC(=O)N(CC)CC(=O)Nc1ccc(NC(C)=O)cc1 | . | -23% | -8% | -5% | -8 | -7% | . | 12% | -5% |
| O=C(CCCNS(=O)(=O)c1cccc2nsnc12)NCCc1ccccc1 | -12% | -8% | -6% | -1% | -3 | -20% | 28% | -40% | -6% |
| COC(=O)c1oc2ccccc2c1N | -17% | 11% | 2% | -7% | -1 | 30% | 5% | 40% | -16% |
| CCCCOc1ccccc1N | -6% | -10% | -4% | 0% | -2 | 11% | 29% | 22% | 1% |
| NCCNCCNCCN | 8% | -9% | 20%&2% | -3% | -15 | 26% | 7% | 12% | 0% |
| CCOC(=O)c1ccc(NC(=O)c2nc[nH]c2C(=O)N[C@@H](CC(C)C)C(=O)OCc2ccccc2)cc1 | 4% | -12% | 6% | 5% | 1 | 19% | 1% | -17% | -7% |
| Cc1cc[n+](CCc2ccccc2)cc1C | 8% | -4% | -10% | 6% | -3&-3 | 4%&0% | 18% | 30% | -12% |
| C=CCn1c(=O)/c(=C/c2ccc(O)cc2)s/c1=C(/C#N)c1nnc2n1CCCCC2 | -7% | -4% | 7% | . | 4 | -43% | 7% | -1% | -6% |
| Cc1cc(C)nc(N/N=C/c2cc3c(cc2[N+](=O)[O-])OCO3)n1 | -12% | -14% | -5% | -8% | -13 | 8% | 2% | 21% | -2% |
| Cc1cc(NC(=O)CSCC(=O)Nc2ccccc2Oc2ccccc2)no1 | . | -6% | 3% | -4% | -4 | 1% | . | 13% | -4% |
| S=c1[nH]nc(C2CCCCC2)n1/N=C/c1ccc(Br)cc1 | 5% | -6% | 46%[activator] | 15% | -3 | 1% | 6% | -45% | -8% |
| CC(C)C(NC(=O)/C=C/c1ccc(F)cc1)C(C)C | -5% | -1% | 0% | -11% | -10 | 229%[activator] | 1% | -3% | -5% |
| CCOC(=O)c1sc(N(Cc2ccccc2)C(=O)CSc2nnc(C3CC3)n2N)nc1C | ? | 1% | 10% | -8% | 0 | ? | 12% | -9% | -18% |
| CC1CN(C(=O)Nc2ccc(F)cc2F)CC(C)O1 (centres undefined) | -7% | -22% | 10% | 4% | -3 | -9% | 32% | -8% | -2% |
| CN(Cc1ccccc1)S(=O)(=O)c1ccc(OCC(=O)NCc2ccncc2)cc1 | -6% | -4% | -7% | -3% | -3 | 1% | 32% | 9% | -3% |
| COc1ccc(C(=O)OC2CCN(c3ncc(C(F)(F)F)cc3Cl)CC2)cc1 | -17% | -12% | 5% | -4% | 1 | -25% | 9% | -8% | -9% |
| Cc1cc(C)c(NC(=O)CSc2nc(=O)n(Cc3ccncc3)c3c2CCC3)c(C)c1 | -5% | -12% | . | 2% | -9 | -21% | 26% | -4% | -8%[60.1 µM] |
| C=CCN1C(=O)C(CC(=O)Nc2ccccc2)SC1=Nc1ccc(S(N)(=O)=O)cc1 (centres undefined) | -12% | -7% | 12% | 3% | 2 | -13% | -14% | 15% | -2% |
| CC1Cc2ccccc2N1C(=O)CSc1nc(-c2ccco2)cc(C(F)(F)F)n1 (centres undefined) | -14% | 5% | -2% | . | -4 | 4%[57.4 µM] | 0% | 8% | -17% |
| CCCCOc1ccc(C(=O)N(CC)CC(=O)NCc2cccs2)cc1 | -17% | -7% | 13% | -4% | 0 | 9% | 5% | -2% | -15% |
| CCONc1ncnc2nonc12 | 1% | -6% | 13% | 10% | -2 | 14% | 1% | 6% | -10% |
| NC(=O)CC1C(=O)N(c2ccc(F)cc2)C(=O)N1NC(=O)CCc1ccccc1 (centres undefined) | -2% | -11% | -8% | 1% | -2 | -3% | ? | 1% | 1% |
| O=C(Cc1ccsc1)N1CCN(S(=O)(=O)c2cc(C(F)(F)F)cc(C(F)(F)F)c2)CC1 | -1% | -7% | -12% | -2% | -8 | 14% | 7% | 27% | -9% |
| CCOC(=O)c1[nH]ncc1CN1CCN(Cc2ccc(C)cc2)C(CCO)C1 (centres undefined) | -4% | -14% | 0% | -5% | -2 | 10% | 6% | -1% | -3% |
| CCOC(=O)C1CCCN(S(=O)(=O)Cc2ccc(Cl)cc2)C1 (centres undefined) | -8% | -19% | -6% | -3% | -4 | 15% | 21% | 12% | -3% |
| Cn1c(SCC(=O)C(C)(C)C)nnc1-c1cccnc1 | -9% | -3% | 17% | -5% | -11 | 0% | 19% | -5% | -11% |
| C=C(C)CNC(=S)N/N=C/c1c(F)cccc1F | -22% | -12% | 14% | -1% | -9 | -28% | 49% | 16% | -9% |
| Cc1ccc(S(=O)(=O)N(C)C)cc1NC(=O)C1CCCC1 | -5% | 7% | 9% | . | -1 | -12% | 61% | 17% | 0% |
| O=C(NCCC1CCCCN1S(=O)(=O)c1ccc(Cl)cc1)C(=O)NCc1ccco1 (centres undefined) | . | -19% | 29% | -3% | 2 | 7% | . | -22% | 0% |
| N#C/C(=C1/CCCCCN1)c1nc2ccccc2s1 | 61%[activator] | -9% | -6% | . | -4 | 6% | -4% | 18% | -3% |

Copied from the listing for reference:
| Structure | Anesthetic bind | Pol eta inh | APE1 inh | ERG Ets-DNA blk | LDHA block | ALOX12 inh | Pol beta inh | RGS4 inh | Pol kappa inh |
| --- | --- | --- | --- | --- | --- | --- | --- | --- | --- |
| Cc1ccc(S(=O)(=O)N(C)C)cc1NC(=O)C1CCCC1 | -5% | 7% | 9% | . | -1 | -12% | 61% | 17% | 0% |
| O=C(NCCC1CCCCN1S(=O)(=O)c1ccc(Cl)cc1)C(=O)NCc1ccco1 (centres undefined) | . | -19% | 29% | -3% | 2 | 7% | . | -22% | 0% |
| N#C/C(=C1/CCCCCN1)c1nc2ccccc2s1 | 61%[activator] | -9% | -6% | . | -4 | 6% | -4% | 18% | -3% |

Next part:
Values run as follows: Anesthetic bind	Pol eta inh	APE1 inh	ERG Ets-DNA blk	LDHA block	ALOX12 inh	Pol beta inh	RGS4 inh	Pol kappa inh
Cc1ccc(CNC(=O)c2cc3c(=O)oc4ccc(C)cc4c3s2)cc1
 : -6%	-20%	.	-4%	-7	-1%	13%	0%	-16%
Cc1ccc(NC(=O)Cn2c(=O)cnc3ccccc32)cc1S(=O)(=O)N(C)C
 : -13%	?	3%	2%	3	-5%	6%	-9%	0%
CCCc1cnc2c(c1SCC(=O)N(C)c1ccccc1)c(=O)n(C)c(=O)n2C
 : 18%	-21%	.	-4%	0	-12%	-5%	9%	-11%[60.1 µM]
CC(C)(Cc1c[nH]c2ccccc12)NCC(O)COc1ccccc1C#N (centres undefined)
 : -16%	.	-1%	.	.	?	.	.	4%[60.1 µM]
COCC(=O)n1nc(-c2ccccc2)nc1NCc1ccc(N(C)C)cc1
 : -21%	-9%	-2%	-1%	-8	-17%	14%	-13%	-16%
CCCCOC(=O)Nc1cccc(Cl)c1C
 : ?	-21%	-4%	-2%	1	8%	2%	-2%	0%
CCOC(=O)c1c(NC(=O)c2ccc(S(=O)(=O)N(CC(C)C)CC(C)C)cc2)sc2c1CCN(CC)C2
 : 4%	-13%	.	0%	2	-6%	0%	9%	-6%[60.1 µM]
COc1ccc(/C=N\Nc2ccccn2)c(OC)c1
 : 228%[activator]	-4%	26%	-3%	-3	16%	19%	25%	-14%
O=C(NNC(=O)[C@@H]1CCCC[C@@H]1C(=O)O)c1cccs1
 : -14%	-8%	3%	-6%	-4	-9%	1%	5%	0%
O=C(Nc1ccc2c(c1)OCCO2)c1cccs1
 : -5%	7%	8%	-10%	-6	-7%	18%	5%[11.4 µM]	-16%
CCOc1ccc(NC(c2ccc(Cl)cc2)c2nnc(-c3cccc(F)c3)o2)cc1 (centres undefined)
 : -12%	-18%	.	15%	5	-7%	2%	-8%	-4%
COC(=O)c1c(C)oc2ccc(N(C(=O)c3ccncc3)S(=O)(=O)c3ccc(OC)cc3)cc12
 : -9%	-12%	.	-4%	-1	1%	29%	12%	-6%
O=Cc1ccc(OCC(=O)N2CCc3ccccc32)c(Br)c1
 : .	-6%	-9%	-2%	-4	-9%	.	12%	-21%
COc1ccc(C(=O)Nc2ccc(-c3nc4ncccc4o3)cc2)cc1
 : 2%	5%	.	-2%	-4	-7%	20%	4%	2%
NC(=O)c1ccsc1NC(=O)COC(=O)c1c(F)cccc1Cl
 : .	-11%	22%	-3%	-21	1%	.	1%	-3%
CCSc1ccc([C@@H]2[C@H]3C(=O)N(CC)C(=O)[C@H]3[C@]3(C(=O)OC)CCCCN23)cc1
 : .	?	-13%	9%	-2	?	.	-35%	-10%
CCc1ccccc1N(CC(=O)NCc1ccco1)C(=O)CCC(=O)Nc1nccs1
 : -13%	-9%	35%[12.4 µM]	4%	-2	-16%	20%	-8%	0%
Cn1c(=O)[nH]c(=O)c2c1nc(N(CCO)Cc1ccccc1)n2CCCc1ccccc1
 : -6%	-1%	-2%	-2%	-1	81%	23%	-16%	-11%
